Nrf2 inh – Nrf2 qHTS screen for inhibitors; A549 ARE-Fluc reporter, luciferase luminescence, 18-24 h; Potency, µM (top dose mostly 46 µM), inactives show at the highest dose activity change, negative = inhibition, hits mostly inhibitors; 2.1% of 360,000 active; AID 504444, 2011; further: potency means the concentration at half of the fitted maximal effect; on the % scale 0 is the no-effect control and ±100 the full control effect; nearly all actives have a fitted effect of over 60% in size
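A549 ARE_Fluc cells (5000/well, 5% FBS OPTI-MEM) pre-incubated 2 h, then treated with compounds 18-24 h at 37C/5% CO2 in concentration-response. CellTiter-Fluor viability read first; BugLite luciferase luminescence after 15 min at room temperature gives Nrf2 activity.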
Nrf2 activator – qHTS of Nrf2 Activators. AREc32 ARE-luciferase reporter (MCF7-derived line), luminescence, 24 h. Potency, µM (top dose mostly 46.1 µM), for the others: at the highest dose activation, actives largely listed as activators. 0.31% of 410,000 active; further: potency means the concentration at half of the fitted maximal effect; % of control where 0% means no effect; nearly all actives have a fitted effect of over 65% in size
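AREc32 cells carrying an ARE-driven firefly luciferase, 1000 cells/well in OPTI-MEM with 5% FBS, dosed after overnight attachment and incubated 24 hr at 37 deg C. Steady-Glo luminescence read after 30 min at RT.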
TGFb SMAD3 inh – qHTS for Inhibitors of TGF-b; HepG2 CAGA-GFP TGF-b/SMAD3 reporter, GFP fluorescence, 18 h; TGF-beta stimulated, 500 pg/mL final; Potency, µM (highest dose often 46.1 µM), for the others: at the top dose activity, negative = inhibition, most hits filed as inhibitors; 1.2% of 410,000 active; AID 588855, 2011; further: potency means the concentration at half of the fitted maximal effect; on the % scale 0 is the no-effect control and ±100 the full control effect; nearly all actives have a fitted effect of over 65% in size
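Read-out: total well GFP (ex488/em500-530) summed from mean per-cell fluorescence. Cells: HEPG2 CAGA-GFP, 1% FBS DMEM, 18 h at 37 degrees C with 500 pg/mL final TGF-beta. Unstimulated wells served as the full-inhibition control; stimulated DMSO wells = 0%.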
CCT chaperon mod – High-Throughput Screening for Modulators of Cytosolic Chaperonin Activity; purified chaperonin ATPase assay, HTRF ADP detection, 30 min; AID 651819, 2012; 0.3% of 360,000 active; activity change, % (no concentration beside the values), hits read low; in the data active means activity change below about -30%; further: on the % scale 0 is the no-effect control and ±100 the full control effect
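First, chaperonin was dispensed at 40 nM or 20 nM final depending on batch activity. Next, compounds were pinned at 76 uM and ATP added at 10 uM. After 30 min at 37 °C, ADP detection reagents ran 30 min at ambient temperature.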
EPAC2 antag – qHTS for Antagonist of cAMP-regulated guanine nucleotide exchange factor 2 (EPAC2): primary screen. EPAC2 GEF exchange of Rap1B-BODIPY-GDP, fluorescence. 0.18% of 360,000 active. Rap guanine nucleotide exchange factor 4 (Homo sapiens), Q8WZA2. Potency, µM (highest dose often 114 µM), without a hit: top-dose activity, negative = inhibition, most hits filed as inhibitors; further: potency means the concentration at half of the fitted maximal effect; on the % scale 0 is the no-effect control and ±100 the full control effect; nearly all actives have a fitted effect of over 45% in size; many of its hits are not listed in these tables
Target sequence (Q8WZA2 whole entry, looked up): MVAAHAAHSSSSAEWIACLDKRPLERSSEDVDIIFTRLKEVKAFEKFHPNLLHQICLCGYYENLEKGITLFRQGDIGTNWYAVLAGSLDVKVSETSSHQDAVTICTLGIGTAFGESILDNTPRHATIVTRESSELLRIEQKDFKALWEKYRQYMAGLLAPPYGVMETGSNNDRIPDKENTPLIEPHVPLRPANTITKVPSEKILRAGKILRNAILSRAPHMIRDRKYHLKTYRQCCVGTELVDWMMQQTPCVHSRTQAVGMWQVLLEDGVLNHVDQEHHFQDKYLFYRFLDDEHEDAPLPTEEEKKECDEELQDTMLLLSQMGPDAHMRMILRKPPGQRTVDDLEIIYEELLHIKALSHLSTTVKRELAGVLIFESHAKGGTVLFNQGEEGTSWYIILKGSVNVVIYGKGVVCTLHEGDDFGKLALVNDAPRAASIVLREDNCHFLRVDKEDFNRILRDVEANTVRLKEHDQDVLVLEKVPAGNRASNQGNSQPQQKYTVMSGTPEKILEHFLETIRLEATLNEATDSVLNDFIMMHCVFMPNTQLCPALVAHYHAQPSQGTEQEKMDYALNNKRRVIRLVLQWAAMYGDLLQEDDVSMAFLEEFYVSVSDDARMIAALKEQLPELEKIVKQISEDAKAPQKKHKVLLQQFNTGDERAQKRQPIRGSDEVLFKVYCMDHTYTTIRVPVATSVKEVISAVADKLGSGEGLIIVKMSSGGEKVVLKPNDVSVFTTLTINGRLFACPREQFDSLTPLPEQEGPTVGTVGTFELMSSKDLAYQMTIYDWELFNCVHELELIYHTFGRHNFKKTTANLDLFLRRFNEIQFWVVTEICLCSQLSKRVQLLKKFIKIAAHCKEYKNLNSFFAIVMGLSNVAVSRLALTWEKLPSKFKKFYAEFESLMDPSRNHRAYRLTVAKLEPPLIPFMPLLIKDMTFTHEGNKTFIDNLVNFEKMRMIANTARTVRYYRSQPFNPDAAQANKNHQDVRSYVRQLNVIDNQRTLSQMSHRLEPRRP
MmCpn inh – Inhibitors of TCP-1 ring complex (TRiC) of Methanococcus maripaludis (MmCpn): qHTS; Chaperonin Mm-Cpn (Methanococcus maripaludis); purified Mm-Cpn ATPase, ADP Transcreener TR-FRET; 0.031% of 330,000 active; Potency, µM (titrated, usually from 76.9 µM), without a hit: top-dose activity, negative = inhibition, usual class: inhibitors; further: potency means the concentration at half of the fitted maximal effect; on the % scale 0 is the no-effect control and ±100 the full control effect; nearly all actives have a fitted effect of over 80% in size
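25 nM Mm-CPN + cpd, 10 min 37°C; + 10 uM ATP, 30 min 37°C; buffer 30 mM Tris pH 7.4, 100 mM KCl, 5 mM MgCl2, 1 mM DTT; Transcreener ADP HTRF detection 30 min RT.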
A549 viability – Nrf2 qHTS screen for inhibitors: counterscreen for cytotoxicity; Potency, µM (series often up to 46 µM), for the others: at the highest dose activity change, negative = cytotoxicity, actives largely listed as inhibitors; AID 504648, 2011; A549 ARE-Fluc cells, CellTiter-Fluor viability, 18-24 h; 0.16% of 390,000 active; further: potency means the concentration at half of the fitted maximal effect; on the % scale 0 is the no-effect control and ±100 the full control effect
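Cytotoxicity counterscreen: CellTiter-Fluor fluorescence was measured in A549 ARE_Fluc cells after 18-24 h of compound exposure in a concentration series. The subsequent BugLite luminescent read reports ARE-luciferase activity.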
EPAC2 agonist – qHTS for Agonist of cAMP-regulated guanine nucleotide exchange factor 4 (EPAC2): primary screen; Rap guanine nucleotide exchange factor 4 (Homo sapiens), Q8WZA2; EPAC2 activation, biochemical qHTS; response scale: 100% = 6.5 mM cAMP response; 0.079% of 360,000 active; Potency, µM (highest dose often 154 µM), inactives show top-dose activation, most hits filed as activators; further: potency means the concentration at half of the fitted maximal effect; nearly all actives have a fitted effect of over 50% in size
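Each well held 100 nM EPAC2, 250 nM RAP1B-BODIPY-GDP and 50 uM GDP. Fluorescence, read at 5-min intervals to 30 min, was referenced to a 6.5 mM cAMP positive control.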
pAkt inh – HTS Assay for Inhibitors of Akt Phophorylation: Primary Screen; Neuro2A IGF-stimulated pAkt S473 HTRF, 20 min; active compounds read low; activity change, % for hits at 50 µM; 0.32% of 360,000 active; AID 651550, 2012; in the data active means activity change below about -80%; inconclusive means mostly about -51% to -80%; further: on the % scale 0 is the no-effect control and ±100 the full control effect
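Neuro2A cells (4,500/well, DMEM with 0.5% FBS) were treated with compound at a single 50 µM final concentration, stimulated with 6 nM IGF for 20 min at 37 °C, and lysed. Phospho-Akt Ser473 was read by HTRF as 665/615 ratio ×10^4.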
The depositor's hits bear a star; i = inactive; ? = inconclusive; / = not tested or not shown; & = joins results of further samples; [ ] = remark or other dose. Unless noted, the call rests on the fitted dose curve; in most records, active means well fitted curve in the direction sought with a large enough effect; inconclusive means small, poorly fitted or top-dose-only effect, or another doubt; inactive means no such curve, though single readings can be large; an effect the other way counts as inactive or inconclusive.

SMILES	Nrf2 inh	Nrf2 activator	TGFb SMAD3 inh	CCT chaperon mod	EPAC2 antag	MmCpn inh	A549 viability	EPAC2 agonist	pAkt inh
Cc1cccc(-n2c(C)cc(/C=C3\NC(=O)NC3=O)c2C)c1	9%	6.7%	0%	-0.4	3%	2%	-5%	6%	i
O=C(Nc1cccnc1)OC1CCCC1	?	2.6%	24%	-5.3	2%	1%	1%	10%	i
O=S(=O)(c1ccc(F)cc1)N1CCN(Cc2ccccc2C(F)(F)F)CC1	?	-0.5%	-12%	-1.0	-14%	-3%	1%	8%	i
CN(C)C(CNS(=O)(=O)c1ccc(F)cc1)c1cccnc1 (stereo not given)	4%	0.5%	-4%	-6.8	-2%	-1%	-7%	1%	i
CCCC(=O)c1c[nH]c(C(=O)N2CCOCC2)c1	2%	-0.4%	14%	1.3	4%	-1%	-15%	-4%	i
CN(C)C(=O)Cn1c(=O)n(S(=O)(=O)c2ccccc2)c2ccccc21	-1%	-0.6%	-2%	-1.6	-1%	1%	3%	2%	i
O=C(NCCN1CCN(c2ccccc2)CC1)C1CCN(S(=O)(=O)c2cccc3nsnc23)CC1	-17%	-0.1%	-18%	-1.7	-8%	1%	-1%	4%	i
CCOC(=O)c1ccc(NC(=O)Nc2ccc3c(c2)OCCO3)cc1	?	0.0%	39%[activator]	-0.4	-10%	0%	-28%	12%	i
O=C(Nc1ccc(Cl)cc1)NN1CCCCCC1	?	0.2%	3%	-0.5	-5%	/	-2%	5%	i
NS(=O)(=O)c1ccc(Nc2nc3ccccc3nc2NS(=O)(=O)c2cccc([N+](=O)[O-])c2)cc1	-7%	-1.4%	6%	-1.5	?	5%	-4%	-3%	i
c1ccc(-c2nnc(-c3ccncc3)nc2-c2ccccc2)cc1	5%	0.4%	-6%	1.1	-1%	0%	5%	0%	i
CC1(Cc2ccc(OC(F)(F)F)cc2)C(=O)Nc2ccc(OC(F)(F)F)cc21 (stereo not given)	/	0.2%[9.22 µM]	?	0.7	?	/	/	-17%	i
COCCCNC(=O)CCc1c(C)c2cc3c(C)coc3cc2oc1=O	-19%	-0.1%	0%	0.2	1%	0%	-10%	0%	i
COc1cccc(CCc2nnc(CCC(=O)NC(C)Cc3cccs3)o2)c1 (stereo not given)	-12%	0.2%	-1%	-1.2	-5%	0%	0%	12%	i
CC(=O)Nc1ccc(C2(c3ccc(NC(C)=O)cc3)C(=O)Nc3ccccc32)cc1	26%	-0.4%	0%	3.7	3%	2%	-6%	2%	i
O=C1CN(C(=O)COC(=O)CNC(=O)c2ccccc2)c2ccccc2N1	10%	-0.3%	-4%	-2.6	-1%	-3%	1%	-2%	i
CCCNC(=O)C1(C)CCCN(Cc2cc3ccccc3o2)C1 (stereo not given)	/	0.3%	-9%	-0.6	-9%	/	/	15%	i
O=C(Nc1cc([N+](=O)[O-])ccc1F)C1CCN(S(=O)(=O)c2cccs2)CC1	8%	0.1%	-1%	1.8	-4%	0%	-3%	2%	i
CCOc1ccc2nc(Cl)c(C3CC(c4ccccc4)=NN3C(=O)CCC(=O)O)cc2c1 (stereo not given)	9%	-0.8%	10%	/	/	/	-15%	/	/
CC(C)(C)NC(=O)CN(Cc1ccc2c(c1)OCO2)C(=O)CNS(=O)(=O)c1ccccc1	3%	-0.3%	0%	-2.8	10%	0%	-11%	5%	i
CN(C)C(CNC(=O)c1cc2ccccc2o1)c1ccccc1 (stereo not given)	9%	2.4%	-12%	-0.8	-2%	/	12%	12%	i
COC(=O)c1ccc([C@@H](O)[C@H](C)C(=O)CC(=O)OC(C)(C)C)cc1	4%&16%	0.0%	13%&-3%	-0.1	1%	-13%	-5%&-1%	8%	i
O=C1NC(=S)N/C1=C/c1ccc(Oc2ccc(C(F)(F)F)cc2[N+](=O)[O-])c(Cl)c1	-10%	0.4%	-27%	-2.2	-5%	1%	-7%	-1%	i
C=Cc1ccc(Cn2c(SCC(=O)N3CCN(c4ccc(F)cc4)CC3)nc3ccccc32)cc1	-22%	3.7%	?	/	/	/	-6%	/	/
CCOC(=O)c1c(C)[nH]c(C)c1S(=O)(=O)N1CCCC(C(=O)Nc2ccc(F)cc2F)C1 (stereo not given)	14%	-0.5%	?	/	/	/	19%	/	/
O=C(Nc1ncc(Cc2ccccc2Cl)s1)c1ccc2c(c1)CC(c1ccccc1)OC2=O (stereo not given)	-13%	0.1%	26%	/	/	/	-1%	/	/
CCc1ccc(OCC(=O)Nc2ccc(N3CCN(S(C)(=O)=O)CC3)cc2)cc1	6%	-0.9%	7%	-2.9	14%	0%	-5%	-5%	i
COc1ccccc1NC(=O)c1ccc(CN2CCOCC2)cc1	1%	0.2%	-1%	1.2	0%	2%	2%	?	/
O=C(CCN1C(=O)COc2ccccc21)N1CCN(c2ccccc2)CC1	-8%	0.4%	-4%	-5.4	0%	-4%	-10%	9%	i
CC(C)C1C(=O)N(Cc2cn(Cc3ccco3)nn2)CCS(=O)(=O)N1Cc1ccc(-c2ccncc2)cc1 (stereo not given)	/	4.4%	4%	-1.4	1%	/	/	8%	i
Cn1c(NC(=O)c2ccco2)c(-c2ccc(Cl)cc2)c(=O)c2ccccc21	0%	-0.5%	-12%	0.4	-1%	-5%	1%	6%	i
Cc1nnc(SCC(=O)Nc2cccc(N)c2)n1-c1ccccc1	-2%	-0.7%	-11%	0.9	0%	1%	-2%	0%	i
COc1ccccc1C1CC(c2ccccc2)=NN1S(=O)(=O)c1ccccc1 (stereo not given)	-25%	-0.5%	3%	0.6	-4%	1%	12%	16%	i
S=C(NCc1ccco1)Nc1ccccc1	?	0.1%	0%	-0.8	-3%	1%	-1%	12%	i
COc1cccc(CNC(=O)c2cc(S(=O)(=O)N3CCCCC3)c[nH]2)c1	-15%&18%	0.2%&0.9%	1%&-1%	-4.8	-6%	1%	0%&11%	21%	i
COCCN(C(=O)c1csnn1)C(C(=O)NC1CCCC1)c1ccccc1 (stereo not given)	11%	-0.6%	3%	0.4	0%	2%	14%	6%	i
CS(=O)(=O)c1ccc(Cl)c(NC(=O)CSc2nnc(-c3cccs3)n2N)c1	13%	0.0%	9%	-3.1	3%	-2%	-4%	3%	i
C=CC(=O)N(CCC)C(c1ccccc1)c1ccccc1OC (stereo not given)	?	0.3%	?	-2.6	?	-1%	-2%	-2%	i
COc1ccc2[nH]c(C(=O)Nc3ccc(F)cc3Br)cc2c1	-9%	4.5%	8%	-50*	1%	?	-4%	-2%	i
C/C(Nc1ccccc1C(F)(F)F)=C1/CCOC1=O	?	-0.3%	15%	-2.4	-4%	0%	0%	6%	i
COc1cccc(CNC(=O)CSc2nnc3c(n2)[nH]c2ccc(C)cc23)c1	6%	-0.5%	8%	-1.8	-6%	3%	1%	3%	i
O=C1CCCC(=O)N1c1ccc(F)cc1	-1%	-0.7%	-10%	1.2	8%	2%	2%	10%	i
CCN1CCN(C(=O)c2ccc3c(c2)N(Cc2ccccc2F)C(=O)c2ccccc2S3(=O)=O)CC1	2%&-5%	-0.5%&-1.6%	0%&26%	0.6	-3%	1%	4%&-13%	6%	i
Cc1nc(N(C)C)c2sc(=S)n(-c3ccccc3)c2n1	0%	0.2%	-3%	1.5	3%[57.1 µM]	-4%	9%	-6%	i
O=C(c1ccsc1)N1CCN(C(=O)c2cccs2)CC1	11%	0.0%	-3%	0.4	14%	-1%	11%	2%	i
Cc1ccc(N(CC(=O)Nc2ccccc2C(=O)NCc2ccco2)S(=O)(=O)c2ccccc2)cc1C	-4%	5.9%	55%[activator]	-2.0	-2%	-1%	2%	5%	i
COc1cc(NC(=O)CN2C(=O)C(c3ccccc3)=NC2(C)C)cc(OC)c1	8%	2.0%	-2%	-0.7	-6%	0%	1%	6%	i
Cc1ccc(S(=O)(=O)N2CCN(C(=O)CNC(=O)c3ccc(Br)o3)CC2)cc1	0%	0.3%	-2%	-1.3	-5%	2%	-3%	-1%	i
CCN(C[C@H]1N[C@@](CC)(C(=O)OC)[C@H]2C(=O)N(C)C(=O)[C@@H]12)C(=O)COC	-6%	-0.6%	-1%	0.0	4%	2%	1%	14%	i
CCOc1ccc(NS(=O)(=O)c2ccc(C(=O)N3CCCCC3)cc2)cc1	?	0.1%	0%	-1.5	-1%	-1%	-4%	-7%	i
CC(C)n1ncc2c(C(=O)N3CCN(Cc4ccc(Br)s4)CC3)cc(C3CC3)nc21	4%	-1.3%	-5%	-0.1	-19%	-3%	-16%	4%	i
CC(=O)Nc1ccc(C(=O)Nc2cc(C)on2)cc1	?	2.0%	7%	1.1	5%	0%	3%	-2%	i
CC(=O)Nc1ccc2c(c1)nc(C)n2-c1ccccc1	27%	4.8%	0%	1.8	-7%	1%	0%	-4%	i
C=CCn1c(C)cc(C(=O)COC(=O)/C=C/c2cccc(OC)c2)c1C	-3%	6.5%	-7%	-0.8	-12%	0%	-2%	14%	i

Bioassay records deposited in PubChem BioAssay by National Center for Advancing Translational Sciences (NCATS).

These rows are one share of the data (hit frequency here may not be typical).
